PostGolgi ctrl: growth inhibition of yeast control strain, primary screen, counter-screen for post-Golgi transport modulator project; efflux-deficient yeast background strain, growth absorbance A615, 16 h; inhibition, % at 10 µM; 98,000 tested, 5% active; AID 738, 2007
Ecoli WT expand: growth inhibitors of wild-type E. coli, primary screen, strain BW25113, expanded library, OD600 | growth inhibition, % at 100 µM | 98,000 tested, 0.15% active | OD600 absorbance | AID 710, 2007;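 active means growth inhibition above about 50% at one test dose, limit read from the data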;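 further: growth measured after 20 h incubation at 37 °C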
DAT uptake mod: changed hDAT dopamine uptake under cocaine IC80, either direction, primary screen, cocaine antagonist project, cell-based, LLC-PK1 hDAT, [14C]-dopamine uptake, MLSMR | LLC-PK1 hDAT cells, [14C]-dopamine uptake with cocaine IC80; actives deviate in either direction | 110,000 tested, 1.3% active | AID 449768, 2010 | B-score at 10 µM | Sodium-dependent dopamine transporter (Homo sapiens), Q01959;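 active means Z score or B-score, a plate-position-corrected score, falls beyond the plate's 99.7% confidence bounds, in either direction; inactive means both scores lie inside the 99.7% bounds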;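 further: scored against the spread of the other compound wells on the same plate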
Target sequence (Q01959 whole entry, looked up): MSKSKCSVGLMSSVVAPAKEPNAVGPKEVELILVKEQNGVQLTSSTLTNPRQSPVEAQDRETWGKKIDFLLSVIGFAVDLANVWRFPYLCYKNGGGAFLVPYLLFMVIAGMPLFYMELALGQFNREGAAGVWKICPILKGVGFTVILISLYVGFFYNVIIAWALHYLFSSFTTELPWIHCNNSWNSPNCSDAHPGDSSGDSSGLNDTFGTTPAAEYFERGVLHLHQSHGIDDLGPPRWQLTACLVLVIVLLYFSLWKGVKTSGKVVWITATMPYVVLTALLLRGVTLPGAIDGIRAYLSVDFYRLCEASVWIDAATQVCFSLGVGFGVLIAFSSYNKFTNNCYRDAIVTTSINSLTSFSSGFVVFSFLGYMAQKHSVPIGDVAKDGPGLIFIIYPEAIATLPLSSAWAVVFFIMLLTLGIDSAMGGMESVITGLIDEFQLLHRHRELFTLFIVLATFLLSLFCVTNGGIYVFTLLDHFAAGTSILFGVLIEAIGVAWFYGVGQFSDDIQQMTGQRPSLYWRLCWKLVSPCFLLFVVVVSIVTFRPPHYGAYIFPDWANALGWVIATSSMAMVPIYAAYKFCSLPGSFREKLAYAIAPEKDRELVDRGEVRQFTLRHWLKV
HUVEC inhibit: inhibitors of HUVEC proliferation, primary screen, cell-based, 384-well; CellTiter-Glo luminescence, 72 h; stronger effect = lower value; viability, % at 10 µM (by protocol); 86,000 tested, 1.1% active;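 active means viability at or below 30%; inactive means viability above 30%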;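 further: 100% = median luminescence of DMSO-only cell control wells on each plate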
H69AR growth 86K: proliferation blockers of H69AR lung cancer cells, primary screen, cell-based, human, 86K library | viability, % at 10 µM | H69AR lung tumor viability, ATP luminescence, 72 h; stronger effect = lower value | 85,000 tested, 6% active;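 active means viability at or below 40%; inactive means viability above 40%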;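 further: multidrug resistant small cell line overexpressing MRP-1 efflux transporter; 100% = mean luminescence of untreated control wells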
S1P2 agonist: S1P2 receptor agonists, primary screen, cell-based; Sphingosine 1-phosphate receptor 2 (Homo sapiens), O95136; S1P2-expressing cell line, agonist reporter read-out; activation, % at 4.5 µM; 97,000 tested, 0.46% active; in the data active means activation above about 16%;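 further: 0% = vehicle low control and 100% = maximal reference agonist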
Target sequence (O95136 whole entry, looked up): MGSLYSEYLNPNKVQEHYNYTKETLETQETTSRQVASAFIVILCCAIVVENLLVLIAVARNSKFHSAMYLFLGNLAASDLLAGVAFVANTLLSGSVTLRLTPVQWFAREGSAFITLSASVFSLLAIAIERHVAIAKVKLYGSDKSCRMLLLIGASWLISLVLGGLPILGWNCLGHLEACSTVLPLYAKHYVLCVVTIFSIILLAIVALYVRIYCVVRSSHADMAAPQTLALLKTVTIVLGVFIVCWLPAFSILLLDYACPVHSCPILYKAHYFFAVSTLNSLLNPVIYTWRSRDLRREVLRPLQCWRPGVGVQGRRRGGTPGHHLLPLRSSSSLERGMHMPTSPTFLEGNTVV
PostGolgi yeast: phenotypic screen on post-Golgi transport, primary screen; post-Golgi transport phenotypic cell assay; inhibition, % at 10 µM; 98,000 tested, 0.9% active;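 further: yeast cells grown in 1536-well plates; yeast grown about 18 h at 30C before absorbance read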
S1P2 blocker: human S1P2 receptor antagonists, primary screen, cell-based | inhibition, % at 5 µM | Sphingosine 1-phosphate receptor 2 (Homo sapiens), O95136 | cell-based S1P2 antagonist assay, inhibition at 5 uM | 97,000 tested, 0.21% active; in the data active means inhibition above about 45%;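 further: CRE beta-lactamase reporter cells expressing human S1P2 stimulated with S1P; 0% = agonist at EC80 alone and 100% = agonist plus reference antagonist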
Fibroblast inh: antiproliferative effect on LL 47 fibroblasts – human, LL 47 cells, CellTiter-Glo luminescence, primary screen. LL 47 human lung fibroblast viability, ATP luminescence; stronger effect = lower value. viability, % at 10 µM. 85,000 tested, 1.1% active. AID 719, 2007;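 active means viability at or below 50% in the single dose screen; inactive means viability above 50%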;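 further: compound exposure lasted 72 h before the ATP readout; 100% = median luminescence of untreated cell-only wells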
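Signal: luminescent ATP detection, CellTiter-Glo; assay system: LL 47 human lung fibroblasts; input: 1,150 cells/well; incubation: overnight cell rest, 72 h compound treatment at 37 °C; measure: % viability versus median cells-only luminescence; medium: IMEM growth medium with 15% fetal bovine serum; dosing: compound addition at 0.1% DMSO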
Starred values were filed as active, the others as inactive. Unless noted, no stated cut-off is given here; in the data, active means inhibition above about 30%; inactive means the rest.

For CS(=O)(=O)N(CC(=O)Nc1ccccc1C(=O)NCCc1ccccc1)c1ccc2c(c1)OCCO2 the results were PostGolgi ctrl -4, Ecoli WT expand -6, DAT uptake mod 1.6, HUVEC inhibit 86, H69AR growth 86K 55, S1P2 agonist -2, PostGolgi yeast -1, S1P2 blocker -16 and Fibroblast inh 107.
Screening O=C(CCSc1ccc(Cl)c(Cl)c1)NC12CC3CC(CC(C3)C1)C2 returned PostGolgi ctrl 39*, Ecoli WT expand -18, DAT uptake mod -1.3, S1P2 agonist -3, PostGolgi yeast 1 and S1P2 blocker -4.
Screening Cc1cc(C)cc(NC(=O)c2ccc(CSc3nnnn3C)cc2)c1 returned PostGolgi ctrl 2, Ecoli WT expand -8, DAT uptake mod 1.6, S1P2 agonist -8, PostGolgi yeast -10 and S1P2 blocker 10.
`CCOC(=O)c1nnn(CC(=O)N2N=C(c3ccccc3)CC2c2ccccc2)c1C(=O)OCC` (configuration not stated) gave DAT uptake mod 0.64, HUVEC inhibit 79, H69AR growth 86K 59, S1P2 agonist -8, S1P2 blocker 6 and Fibroblast inh 77.
Screening Cc1nnc(SCC(=O)N(C)Cc2ccccc2)[nH]c1=O returned PostGolgi ctrl -2, Ecoli WT expand 2, DAT uptake mod 0.3, HUVEC inhibit 101, H69AR growth 86K 96, S1P2 agonist -10, PostGolgi yeast -1, S1P2 blocker 9 and Fibroblast inh 92.
For COc1cccc(C(=O)Cn2c(N3CCCCC3)nc3c2c(=O)n(C)c(=O)n3C)c1 the results were PostGolgi ctrl 4, Ecoli WT expand -6, DAT uptake mod 0.51, HUVEC inhibit 86, H69AR growth 86K 50, PostGolgi yeast -4 and Fibroblast inh 90.
Screening CC(=O)Nc1ccc(S(=O)(=O)Nc2c(C)n(C)n(-c3ccccc3)c2=O)cc1 returned PostGolgi ctrl 2, Ecoli WT expand -3, DAT uptake mod -0.44, HUVEC inhibit 103, H69AR growth 86K 104, S1P2 agonist -6, PostGolgi yeast 2, S1P2 blocker 18 and Fibroblast inh 100.
Screening COc1ccc(C2/C(=C(/O)c3ccccc3)C(=O)C(=O)N2C)cc1 (configuration not stated) returned PostGolgi ctrl -3, Ecoli WT expand -4, DAT uptake mod -2.2, HUVEC inhibit 94, H69AR growth 86K 100, S1P2 agonist -4, PostGolgi yeast -7, S1P2 blocker 20 and Fibroblast inh 105.
Screening Cn1c(NC(=O)c2ccccc2Br)cc(=O)n(C)c1=O returned PostGolgi ctrl 0, Ecoli WT expand 4, DAT uptake mod -0.77, HUVEC inhibit 105, H69AR growth 86K 99, PostGolgi yeast -5 and Fibroblast inh 94.
For COc1ccc(C2NC(C(=O)O)Cc3c2[nH]c2ccccc32)cc1OC (configuration not stated) the results were PostGolgi ctrl 11, Ecoli WT expand 3, DAT uptake mod 0.94, HUVEC inhibit 89, H69AR growth 86K 83, S1P2 agonist -1, PostGolgi yeast 4, S1P2 blocker -24 and Fibroblast inh 92.
Screening CC(C)CNC(=S)NNC(=O)c1ccc(OC(F)F)cc1 returned PostGolgi ctrl 11, Ecoli WT expand 14, DAT uptake mod -0.12, S1P2 agonist -9, PostGolgi yeast 3 and S1P2 blocker 17.
For O=C(NCCCN1CCOCC1)c1cccs1 the results were PostGolgi ctrl 1, Ecoli WT expand -1, DAT uptake mod -1, HUVEC inhibit 95, H69AR growth 86K 81, S1P2 agonist -3, PostGolgi yeast -2, S1P2 blocker -14 and Fibroblast inh 110.
`CCCn1nnc(NC(=O)c2cccnc2Cl)n1` gave DAT uptake mod 0.2, HUVEC inhibit 97, H69AR growth 86K 101, S1P2 agonist 0, S1P2 blocker -1 and Fibroblast inh 101.
Screening COC(=O)COc1ccc(S(=O)(=O)Nc2ccc(NC(C)=O)cc2)cc1 returned PostGolgi ctrl -4, Ecoli WT expand 0, DAT uptake mod -1.1, HUVEC inhibit 102, H69AR growth 86K 92, S1P2 agonist -2, PostGolgi yeast -5, S1P2 blocker -3 and Fibroblast inh 104.
`COc1ccc2c(c1)C(=O)N(c1ccccc1OC)C(=O)C2` gave PostGolgi ctrl -4, Ecoli WT expand -1, DAT uptake mod 0.014, HUVEC inhibit 96, H69AR growth 86K 82, S1P2 agonist -8, PostGolgi yeast -5, S1P2 blocker -19 and Fibroblast inh 102.
`Clc1ccccc1Cn1nnc2c(N3CCOCC3)nc(C3CC3)nc21` gave PostGolgi ctrl 10, Ecoli WT expand -10, HUVEC inhibit 103, H69AR growth 86K 85, S1P2 agonist 11, PostGolgi yeast 0, S1P2 blocker -19 and Fibroblast inh 87.
`Cc1cc(C)n(C(=O)COc2ccccc2C)n1` gave DAT uptake mod -0.62, HUVEC inhibit 100, H69AR growth 86K 90, S1P2 agonist -6, S1P2 blocker 3 and Fibroblast inh 109.
O=S(=O)(c1cccc(C(F)(F)F)c1)N1CCC(c2cc(-c3cccc4ccccc34)n[nH]2)CC1 was read as PostGolgi ctrl 5, Ecoli WT expand -5, DAT uptake mod 0.75, S1P2 agonist -5, PostGolgi yeast -22 and S1P2 blocker 13.
COc1ccc(-n2c(SCC(=O)Nc3nccs3)nc3c(c2=O)SCC3)cc1 was read as PostGolgi ctrl -3, Ecoli WT expand 2, DAT uptake mod 1.7, HUVEC inhibit 99, H69AR growth 86K 73, S1P2 agonist -6, PostGolgi yeast 0, S1P2 blocker 4 and Fibroblast inh 92.
Clc1ccc(-c2nnc3n2CCCC3)cc1Cl was read as PostGolgi ctrl 7, Ecoli WT expand 4, DAT uptake mod 0.014, S1P2 agonist -3, PostGolgi yeast 1 and S1P2 blocker 8.
Screening COc1ccc(N2C(=O)CCC(C(=O)N(C)C3CCCCC3)C2c2ccc(OC)c(OC)c2)cc1 (configuration not stated) returned PostGolgi ctrl -1, Ecoli WT expand 2, DAT uptake mod 0.061, HUVEC inhibit 98, H69AR growth 86K 98, PostGolgi yeast 1 and Fibroblast inh 97.
`CC(C)(C)NC(=O)C(c1ccccc1F)N(Cc1ccco1)C(=O)c1csnn1` (configuration not stated) gave PostGolgi ctrl 6, Ecoli WT expand -6, DAT uptake mod -0.76, HUVEC inhibit 95, H69AR growth 86K 93, S1P2 agonist -9, PostGolgi yeast 4, S1P2 blocker 1 and Fibroblast inh 96.
`CCn1cc([N+](=O)[O-])c(C(=O)Nc2nc(-c3ccc(C)c(C)c3)c(C)s2)n1` gave PostGolgi ctrl 23, Ecoli WT expand -8, S1P2 agonist -7, PostGolgi yeast -3 and S1P2 blocker 8.
For Cc1ccc2oc(=O)c3cnn(CC(=O)Nc4ccccc4N4CCN(C)CC4)c3c2c1 the results were PostGolgi ctrl 2, Ecoli WT expand -3, DAT uptake mod 0.81, HUVEC inhibit 2.1*, H69AR growth 86K 62, PostGolgi yeast 7 and Fibroblast inh 47*.
Cc1nc2c(c(-c3ccccc3)c1C#N)C(=O)c1ccccc1-2 was read as PostGolgi ctrl 27, Ecoli WT expand -6, DAT uptake mod 0.62, HUVEC inhibit 86, H69AR growth 86K 79, S1P2 agonist -4, PostGolgi yeast 18, S1P2 blocker -22 and Fibroblast inh 96.
Screening COCCCn1c2nc3ccccc3nc2c2c(=O)n(-c3ccccc3OC)c(C)nc21 returned PostGolgi ctrl 10, Ecoli WT expand -7, HUVEC inhibit 73, H69AR growth 86K 80, PostGolgi yeast 4 and Fibroblast inh 101.
Screening CC(C)OC(=O)CSc1nnc(-c2cnccn2)n1-c1ccccc1 returned PostGolgi ctrl 4, Ecoli WT expand 5, DAT uptake mod 0.13, HUVEC inhibit 93, H69AR growth 86K 87, S1P2 agonist -1, PostGolgi yeast -9, S1P2 blocker 4 and Fibroblast inh 102.
`CN(C)CCCOC(=O)Cc1ccc(Cl)cc1` gave PostGolgi ctrl -4, Ecoli WT expand 4, DAT uptake mod -0.0015, HUVEC inhibit 97, H69AR growth 86K 97, S1P2 agonist -3, PostGolgi yeast -8, S1P2 blocker 8 and Fibroblast inh 101.
Screening COc1cc2cc(C(c3nnnn3C(C)(C)C)N3CCC(C)CC3)c(=O)[nH]c2cc1OC (configuration not stated) returned PostGolgi ctrl -5, Ecoli WT expand 6, DAT uptake mod -0.41, HUVEC inhibit 99, H69AR growth 86K 77, S1P2 agonist -4, PostGolgi yeast 21, S1P2 blocker -26 and Fibroblast inh 95.
Screening Cc1ccc(-n2nnnc2SC(C)C(N)=O)c(C)c1 (configuration not stated) returned PostGolgi ctrl 6, Ecoli WT expand -5, DAT uptake mod 0.46, HUVEC inhibit 104, H69AR growth 86K 105, S1P2 agonist -6, PostGolgi yeast 14, S1P2 blocker 12 and Fibroblast inh 101.
Fc1ccc(C(c2nnnn2C2CCCC2)N2CCc3ccccc32)cc1 (configuration not stated) was read as PostGolgi ctrl 9, Ecoli WT expand -5, DAT uptake mod -0.12, S1P2 agonist -6, PostGolgi yeast 3 and S1P2 blocker 1.
`Nc1nc(N)c2sc3nc4c(cc3c2n1)CCC4` gave PostGolgi ctrl 4, Ecoli WT expand 2, DAT uptake mod 0.33, S1P2 agonist -2, PostGolgi yeast -8 and S1P2 blocker -31.
Screening COc1cc(C2=NOC(C(=O)Nc3ccc(C(C)=O)cc3)C2)cc(OC)c1OC (configuration not stated) returned PostGolgi ctrl 5, Ecoli WT expand -5, DAT uptake mod -0.18, HUVEC inhibit 94, H69AR growth 86K 98, S1P2 agonist -2, PostGolgi yeast 12, S1P2 blocker 4 and Fibroblast inh 106.
For O=C(Nc1cc(C(F)(F)F)ccc1N1CCOCC1)c1ccco1 the results were PostGolgi ctrl 4, Ecoli WT expand -7, DAT uptake mod -1, HUVEC inhibit 104, H69AR growth 86K 97, S1P2 agonist -2, PostGolgi yeast 2, S1P2 blocker -18 and Fibroblast inh 107.
For Cc1ccc(NC(=O)CN(C)S(=O)(=O)c2cccs2)cc1F the results were PostGolgi ctrl -1, Ecoli WT expand 1, DAT uptake mod 0.0011, HUVEC inhibit 102, H69AR growth 86K 102, S1P2 agonist -3, PostGolgi yeast -3, S1P2 blocker 5 and Fibroblast inh 108.
CCOC(=O)/C(C#N)=c1/s/c(=C2\C=Cc3ccccc3N2CC)c(=O)n1CC was read as PostGolgi ctrl 16, Ecoli WT expand -16, S1P2 agonist -6, PostGolgi yeast 2 and S1P2 blocker -4.
`CCOC(=O)C1=C(C)NC(SCC(=O)OC)=C(C#N)C1c1ccc(C(=O)OC)cc1` (configuration not stated) gave PostGolgi ctrl 14, Ecoli WT expand 5, DAT uptake mod 0.31, HUVEC inhibit 98, H69AR growth 86K 93, S1P2 agonist -5, PostGolgi yeast 16, S1P2 blocker 3 and Fibroblast inh 91.
For CCCOc1ccccc1C(=O)N(Cc1ccco1)C1CCS(=O)(=O)C1 (configuration not stated) the results were PostGolgi ctrl 2, Ecoli WT expand 0, DAT uptake mod -1.8, S1P2 agonist -5, PostGolgi yeast -22 and S1P2 blocker 1.
Screening Cc1coc(NC(=O)CSc2nc(-c3ccc(Cl)cc3)cc(C(F)(F)F)c2C#N)n1 returned PostGolgi ctrl 3, Ecoli WT expand -9, DAT uptake mod 0.019, HUVEC inhibit 60, H69AR growth 86K 43, S1P2 agonist -5, PostGolgi yeast 7, S1P2 blocker 8 and Fibroblast inh 82.
